# Pax4 gene expression = Pax4 mRNA upregulation in alpha cells – RT-PCR, mouse alpha TC1 cells, single point, primary screen (AID 1053180); mouse alpha TC1 cells, Pax4 mRNA qPCR, 6 days; hits give high values; 100% = Pax4 plasmid added at qPCR; activation, % at 10 µM; hit rate 0.2% among 9,600;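 active = highest normalized replicate activity of 15 or more, or at least half the replicates reach 15 or more; inactive = neither condition met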;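 note: pax4 Ct normalized to GAPDH with activation seen as lower delta delta Ct; plate controls were plate neutral control wells for no effect and Pax4 plasmid positive control for full effect; each compound tested in two replicate wells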
# YAP1 CTGF inhibition = YAP1 pathway inhibitors via CTGF transcript, primary screen, DLD1 colon cancer cells, RT-qPCR, single point (AID 743449); DLD1 CTGF mRNA qPCR, 24 h; hits give high values; inhibition, % at 12.5 µM; hit rate 0.9% among 9,900;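 active = mean normalized replicate activity at least 50 and at least half of replicates each reaching 50; inconclusive = only one of the two criteria met; inactive = neither criterion met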;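 note: 0% = neutral control wells and 100% = dasatinib control wells; higher means stronger suppression of CTGF expression like dasatinib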
# The depositor's hits bear a star; ? = inconclusive; · = not tested or not shown. An excerpt; rates above refer to the full screens.
cpd	smiles	YAP1 CTGF inhibition	Pax4 gene expression
1	CCC(=O)N1C[C@@H](C)[C@@H](OC)CN(C)C(=O)c2cc(NC(=O)Nc3ccc(Cl)cc3)ccc2OC[C@H]1C	-27	0.0
2	N#C[C@H]1[C@@H](c2ccccc2/C=C/c2ccccc2)[C@@H](CO)N1C(=O)Nc1ccccc1	15	0.0
3	COc1cccc(-c2ccc([C@H]3[C@H](CO)N4C(=O)CN(C(=O)c5cccnc5)C[C@@H]34)cc2)c1	-8	0.0
4	O=C(C[C@@H]1CC[C@@H]2[C@H](COC[C@@H](O)CN2Cc2ccc(F)cc2)O1)NCCc1ccccc1	20	0.1
5	C[C@@H]1CCCCO[C@@H](CN(C)C(=O)NC2CCCCC2)[C@H](C)CN([C@@H](C)CO)C(=O)c2cc(N(C)C)ccc2O1	-1	0.0
6	O=C(C[C@H]1C[C@H]2c3cc(NC(=O)CC4CC4)ccc3O[C@H]2[C@@H](CO)O1)NCC1CC1	-19	0.0
7	C/C=C/c1ccc([C@H]2[C@@H](CO)N(C(=O)c3ccccn3)C23CN(CCC(F)(F)F)C3)cc1	20	·
8	CC(C)C#Cc1ccc([C@H]2[C@@H](CO)N3C(=O)CN(S(=O)(=O)c4ccccc4)C[C@H]23)cc1	-68	0.0
9	O=C(C[C@@H]1CC[C@@H]2[C@H](COC[C@@H](O)CN2Cc2cccc(Cl)c2)O1)NCc1cccc(F)c1	-13	0.0
10	COc1cccc(NC(=O)N2CC(=O)N3[C@@H](CO)[C@@H](c4ccc(C#CCC5CCCC5)cc4)[C@@H]3C2)c1	-15	0.0
11	CO[C@H]1CN(C)C(=O)c2cccc(C#N)c2OCC[C@@H]2CC[C@@H](OC)[C@H](CN(C)C(=O)[C@@H]1C)O2	8	0.0
12	CS(=O)(=O)N1[C@H](C#N)[C@@H](c2ccc(C#Cc3cccc(F)c3)cc2)[C@H]1CO	30	0.0
13	COc1ccccc1-c1cnc2c(c1)C(=O)N([C@@H](C)CO)C[C@@H](C)[C@H](CN(C)C(=O)CC1CC1)O2	14	0.0
14	Cc1ccc(S(=O)(=O)Nc2cccc3c2O[C@H](CN(C)C(=O)Nc2ccc(C(F)(F)F)cc2)[C@H](C)CN([C@H](C)CO)C3=O)cc1	-16	0.0
15	COc1cccc(NC(=O)C[C@H]2CC[C@H]3[C@H](COc4ccc(NS(=O)(=O)c5cccc(F)c5)cc4C(=O)N3C)O2)c1	19	0.0
16	C[C@@H]1CN([C@H](C)CO)C(=O)CCCn2cc(nn2)CO[C@H]1CN(C)C(=O)Nc1ccc2c(c1)OCO2	?	0.0
17	COc1ccc(S(=O)(=O)N2C[C@@H](O)COC[C@H]3O[C@H](CC(=O)N[C@@H]4CCN(Cc5ccccc5)C4)CC[C@@H]32)cc1	-9	0.0
18	CC(C)NC(=O)N1[C@H](CNC(=O)CN(C)C)[C@H](c2ccccc2)[C@@H]1CO	-4	0.0
19	CN1CCN(C(=O)C[C@@H]2C[C@@H]3c4cc(NS(C)(=O)=O)ccc4O[C@@H]3[C@@H](CO)O2)CC1	29	0.0
20	C[C@@H]1CCCCO[C@H](CN(C)C(=O)Nc2ccccc2)[C@@H](C)CN([C@H](C)CO)C(=O)c2cc(NC(=O)Nc3ccccc3)ccc2O1	-6	0.0
21	COCC(=O)N1[C@@H]2c3ccc(/C=C/c4ccccc4)c(=O)n3C[C@H]1[C@H](CO)[C@H]2C(=O)N1CCOCC1	14	0.0
22	N#Cc1cccc(-c2ccc3c(c2)[C@H]2[C@H](CCN2C(=O)c2ccccc2F)[C@@H](CO)N3)c1	-5	0.0
23	COc1ccc(S(=O)(=O)Nc2ccc3c(c2)C(=O)N([C@@H](C)CO)C[C@H](C)[C@H](CN(C)S(=O)(=O)c2ccc(Cl)cc2)OCCCC[C@@H](C)O3)cc1	9	0.0
24	Cc1ccc(S(=O)(=O)Nc2ccc3c(c2)C(=O)N([C@H](C)CO)C[C@H](C)[C@H](CN(C)Cc2ccc(C(F)(F)F)cc2)O3)cc1	23	0.0
25	C/C=C/c1cccc(-c2nc(C(=O)NCc3ccccn3)cc3c2[C@H](CCO)N([S@@](=O)C(C)(C)C)C3)c1	7	0.0
26	C[C@H]1CN([C@@H](C)CO)C(=O)CCCn2cc(nn2)CO[C@@H]1CN(C)C(=O)c1ccc(N2CCN(C)CC2)cc1	-12	0.0
27	CCCNC(=O)[C@H]1[C@H](CO)[C@H]2Cn3c(ccc(/C=C/c4ccccc4)c3=O)[C@H]2N1CC1CC1	10	0.0
28	CCC(=O)Nc1ccc2c(c1)C(=O)N(C)C[C@H](OC)[C@H](C)CN(C(=O)Cc1cccnc1)[C@@H](C)CO2	1	0.0
29	O=C(NC1CCCC1)[C@@H]1[C@@H](CO)[C@@H]2Cn3c(cccc3=O)[C@@H]2N1CCc1ccccc1	-39	0.0
30	C[C@@H]1CN([C@@H](C)CO)C(=O)c2cc(NC(=O)C3CCCCC3)ccc2O[C@H]1CN(C)C(=O)Nc1ccc(C(F)(F)F)cc1	20	0.0

# Rewritten with values under each structure: entries from further up
# Value order – YAP1 CTGF inhibition | Pax4 gene expression
(3) COc1cccc(-c2ccc([C@H]3[C@H](CO)N4C(=O)CN(C(=O)c5cccnc5)C[C@@H]34)cc2)c1
    -8 | 0.0
(1) CCC(=O)N1C[C@@H](C)[C@@H](OC)CN(C)C(=O)c2cc(NC(=O)Nc3ccc(Cl)cc3)ccc2OC[C@H]1C
    -27 | 0.0

# Further entries:
cpd	smiles	YAP1 CTGF inhibition	Pax4 gene expression
31	CO[C@H](CN(C)Cc1ccc(-c2ccccn2)cc1)[C@H](C)CN(C(=O)Nc1ccc(F)cc1)[C@H](C)CO	-6	0.0
32	CCNC(=O)C[C@H]1CC[C@H]2[C@@H](COC[C@@H](O)CN2C(=O)C2CCCC2)O1	-19	0.0
33	C[C@@H](NC(=O)C[C@H]1C=C[C@H](NS(=O)(=O)c2cccc(F)c2)[C@@H](CO)O1)c1ccccc1	14	0.0
34	CNC[C@H]1Oc2c(N)cccc2C(=O)N([C@@H](C)CO)C[C@@H]1C	-3	0.0
35	CO[C@H]1CN(C)C(=O)c2cc(NC(=O)c3cccc(F)c3)ccc2OC[C@@H](C)N(C)C[C@H]1C	-23	0.0
36	O=C(C[C@H]1CC[C@@H]2[C@H](COC[C@@H](O)CN2Cc2ccc(C(F)(F)F)cc2)O1)N1CCc2ccccc2C1	35	0.2
37	CC(=O)N1CC2(C1)[C@@H](c1ccc(-c3cccc(C#N)c3)cc1)[C@@H](CO)N2CCC(F)(F)F	12	·
38	O=C(C[C@@H]1CC[C@H](NC(=O)c2ccc3c(c2)OCO3)[C@H](CO)O1)NCc1ccc(Oc2ccccc2)cc1	17	0.0
39	CC(C)NC(=O)N1[C@H](CO)[C@H](c2ccccc2)C12CN(C(=O)Cc1cccnc1)C2	13	·
40	C[C@H]1CN([C@@H](C)CO)C(=O)CCCn2nncc2CO[C@H]1CN(C)Cc1ccccc1C(=O)O	6	0.0
41	COc1ccc2c3c(n(C)c2c1)[C@H](CO)N(C(=O)Nc1ccc(F)cc1)CC31CN(C(=O)Cc2ccncc2)C1	-20	0.0
42	CN(C)C(=O)c1cccc(-c2ccc3c(c2)[C@@H]2[C@@H](CCN2Cc2nccs2)[C@@H](CO)N3)c1	-3	0.0
43	C[C@H]1CN([C@@H](C)CO)C(=O)CCCn2nncc2CO[C@H]1CN(C)S(=O)(=O)c1ccc2c(c1)OCCCO2	-33	0.0
44	C[C@@H]1CN([C@H](C)CO)C(=O)c2cc(-c3ccc(C#N)cc3)cnc2O[C@@H]1CN(C)Cc1cccnc1	-6	0.0
45	Cc1cccc(S(=O)(=O)N2C[C@H]3[C@@H](c4ccccc42)[C@H](CO)N3Cc2ccc3c(c2)OCO3)c1	39	0.0
46	CCS(=O)(=O)Nc1ccc2c(c1)C(=O)N(C)[C@H]1CC[C@@H](CC(=O)NCc3ccc(OC)cc3)O[C@@H]1CO2	-8	0.0
47	C[C@@H]1CN([C@@H](C)CO)C(=O)c2cc(NC(=O)Nc3ccc(C(F)(F)F)cc3)ccc2O[C@@H](C)CCCCO[C@@H]1CN(C)S(=O)(=O)c1ccc(Cl)cc1	-4	0.0
48	CN1C[C@H]2[C@@H](c3ccccc31)[C@@H](CO)N2S(=O)(=O)c1ccccc1	0	0.0
49	O=C(c1cccc(F)c1)N1CCCCN2[C@@H](CO)[C@@H](c3ccc(C#CC4(O)CCCC4)cc3)[C@@H]2C1	14	0.0
50	COc1ccc(CN2C[C@@H](O)COC[C@H]3O[C@@H](CC(=O)N(C)C)CC[C@@H]32)cc1	-19	0.0
51	CN1C(=O)c2cc(NC(=O)Cc3cccs3)ccc2OC[C@@H]2O[C@H](CC(=O)N[C@H]3CCN(Cc4ccccc4)C3)CC[C@@H]21	-20	0.0
52	C[C@H]1CN([C@@H](C)CO)C(=O)c2cccc(N(C)C)c2O[C@@H]1CN(C)C(=O)Nc1ccc(F)cc1	?	0.0
53	Cc1ccc(S(=O)(=O)Nc2ccc3c(c2)C(=O)N(C)[C@H]2CC[C@@H](CC(=O)NCCc4ccncc4)O[C@@H]2CO3)cc1	-6	0.0
54	COc1ccc2c3c([nH]c2c1)[C@H](CO)N(Cc1ccccc1OC)CC31CCN(S(=O)(=O)c2ccccc2)CC1	32	0.0
55	O=C(CN1CCOCC1)NC[C@H]1N[C@H](CO)[C@@H]1c1ccc(-c2ccccc2)cc1	7	0.0
56	C[C@@H](O)C#Cc1ccc([C@@H]2[C@H](CO)N3CCCCN(CC4CC4)C[C@@H]23)cc1	-19	0.0
57	COCCNC[C@H]1[C@H](c2ccccc2)[C@H](CO)N1c1nc(C)c(C)s1	-63	0.0
58	COc1ccc2c3c([nH]c2c1)[C@@H](CO)N(Cc1ccccc1OC)CC31CN(C(C)=O)C1	-24	4.1
59	CO[C@H]1CN(C)C(=O)c2ccc(NC(=O)Nc3c(C)noc3C)cc2OC[C@H](C)N(CCC(F)(F)F)C[C@@H]1C	7	0.0
60	COCC#Cc1ccc([C@@H]2[C@@H](CO)N3C(=O)CN(C(=O)C4CCCCC4)C[C@@H]23)cc1	-38	0.0

# Entries of single compounds as entered above. Screens in order: YAP1 CTGF inhibition | Pax4 gene expression
# Entry for COc1cccc(NC(=O)C[C@H]2CC[C@H]3[C@H](COc4ccc(NS(=O)(=O)c5cccc(F)c5)cc4C(=O)N3C)O2)c1 → 19 | 0.0
# Entry for Cc1cccc(S(=O)(=O)N2C[C@H]3[C@@H](c4ccccc42)[C@H](CO)N3Cc2ccc3c(c2)OCO3)c1 → 39 | 0.0
# Entry for C[C@@H]1CN([C@H](C)CO)C(=O)CCCn2cc(nn2)CO[C@H]1CN(C)C(=O)Nc1ccc2c(c1)OCO2 → ? | 0.0
# Entry for CO[C@H]1CN(C)C(=O)c2cc(NC(=O)c3cccc(F)c3)ccc2OC[C@@H](C)N(C)C[C@H]1C → -23 | 0.0
# Entry for CN1C[C@H]2[C@@H](c3ccccc31)[C@@H](CO)N2S(=O)(=O)c1ccccc1 → 0 | 0.0

# (listing goes on)
cpd	smiles	YAP1 CTGF inhibition	Pax4 gene expression
61	C[C@@H]1CCCCO[C@H](CN(C)CC2CCCCC2)[C@H](C)CN([C@@H](C)CO)C(=O)c2cc(NS(C)(=O)=O)ccc2O1	-8	0.0
62	O=C(O)C[C@H]1C=C[C@H](NC(=O)Nc2cc(F)ccc2F)[C@@H](CO)O1	33	0.0
63	CO[C@@H]1CN(C)C(=O)c2cc(NC(=O)C3CCCCC3)ccc2OC[C@H](C)N(C(=O)c2ccccc2)C[C@H]1C	-19	0.0
64	COc1ccc2c3c(n(C)c2c1)[C@@H](CO)N(C(C)=O)CC31CN(S(=O)(=O)c2ccccc2)C1	1	0.0
65	C/C=C/c1ccc([C@@H]2[C@H](CO)N3CCCCN(S(=O)(=O)c4ccc(OC)cc4)C[C@@H]23)cc1	-26	0.0
66	CCCNC(=O)N1[C@H](C#N)[C@@H](c2ccccc2-c2ccc(OC)cc2)[C@@H]1CO	10	0.0
67	CCOC(=O)c1cc2c(c(-c3cccc(-c4cccc(F)c4)c3)n1)[C@H](CCO)N(S(=O)C(C)(C)C)C2 (stereo not given in full)	-7	0.0
68	N#C[C@H]1[C@H](c2ccccc2-c2cccc(F)c2)[C@@H](CO)N1C(=O)CN1CCOCC1	16	0.0
69	CO[C@@H]1CN(C)C(=O)c2cc(NC(C)=O)ccc2OC[C@@H](C)N(Cc2ccncc2)C[C@@H]1C	22	0.0
70	COc1ccc(CN(C)C[C@@H]2OCCCC[C@@H](C)Oc3ccc(NC(=O)C4CCCCC4)cc3C(=O)N([C@@H](C)CO)C[C@@H]2C)cc1	-8	0.0
71	C/C=C/c1ccccc1[C@@H]1[C@H](C#N)N(c2ncc(CC)s2)[C@H]1CO	35	0.0
72	CO[C@H]1CN(C)C(=O)c2cc(NS(C)(=O)=O)ccc2OC[C@H](C)N(Cc2cncnc2)C[C@H]1C	-32	0.0
73	CN1C(=O)c2cc(NS(C)(=O)=O)ccc2OC[C@H]2O[C@H](CC(=O)NCc3ccccc3)CC[C@H]21	-64	0.0
74	CCc1nc(N2[C@@H](C#N)[C@H](c3ccccc3-c3ccc(F)cc3)[C@@H]2CO)sc1C	-9	0.0
75	COc1cccc(S(=O)(=O)N2CCCCN3[C@H](CO)[C@H](c4ccc(C#CCC(C)C)cc4)[C@H]3C2)c1	-90	0.6
76	C[C@H](CO)N1C[C@H](C)[C@@H](CN(C)C(=O)Nc2ccnc(N3CCOCC3)c2)OCc2cnnn2CCCC1=O	-28	0.0
77	O=C(C[C@@H]1CC[C@H]2[C@@H](COC[C@H](O)CN2C(=O)c2ccncc2)O1)NCc1cc(F)cc(F)c1	0	0.0

# Compound activity (PubChem BioAssay)
